# PAX8 reporter: inhibitors of PAX8-driven TPO luciferase reporter, primary screen, RMG-I cells, single concentration; AID 652154, 2013; SteadyGlo, 24 h; 1.2% of 360,000 active; inhibition, % at 12.6 µM;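 active = mean replicate inhibition at least 60% with every replicate also reaching 60%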;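 note: luciferase light reporting Pax8 driven TPO promoter activity; plate controls were median of neutral control wells for no effect and mitoxantrone controls for full effect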
# ERAP1 inh: human ERAP1 aminopeptidase inhibitors, primary screen, biochemical, single point, plate reader. Endoplasmic reticulum aminopeptidase 1 (Homo sapiens), Q9NZ08. recombinant ERAP1, Leu-AMC fluorescence, 60 min. inhibition, % at 10.7 µM. 0.15% of 340,000 active. AID 652197, 2013;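 active = mean replicate inhibition of at least 30%, or all replicates individually reaching that 30% level; inactive = mean below 30% and not every replicate reaching it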;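 note: 0% = neutral control wells and 100% = L-leucinethiol positive control wells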
# Target sequence (Q9NZ08 whole entry, looked up): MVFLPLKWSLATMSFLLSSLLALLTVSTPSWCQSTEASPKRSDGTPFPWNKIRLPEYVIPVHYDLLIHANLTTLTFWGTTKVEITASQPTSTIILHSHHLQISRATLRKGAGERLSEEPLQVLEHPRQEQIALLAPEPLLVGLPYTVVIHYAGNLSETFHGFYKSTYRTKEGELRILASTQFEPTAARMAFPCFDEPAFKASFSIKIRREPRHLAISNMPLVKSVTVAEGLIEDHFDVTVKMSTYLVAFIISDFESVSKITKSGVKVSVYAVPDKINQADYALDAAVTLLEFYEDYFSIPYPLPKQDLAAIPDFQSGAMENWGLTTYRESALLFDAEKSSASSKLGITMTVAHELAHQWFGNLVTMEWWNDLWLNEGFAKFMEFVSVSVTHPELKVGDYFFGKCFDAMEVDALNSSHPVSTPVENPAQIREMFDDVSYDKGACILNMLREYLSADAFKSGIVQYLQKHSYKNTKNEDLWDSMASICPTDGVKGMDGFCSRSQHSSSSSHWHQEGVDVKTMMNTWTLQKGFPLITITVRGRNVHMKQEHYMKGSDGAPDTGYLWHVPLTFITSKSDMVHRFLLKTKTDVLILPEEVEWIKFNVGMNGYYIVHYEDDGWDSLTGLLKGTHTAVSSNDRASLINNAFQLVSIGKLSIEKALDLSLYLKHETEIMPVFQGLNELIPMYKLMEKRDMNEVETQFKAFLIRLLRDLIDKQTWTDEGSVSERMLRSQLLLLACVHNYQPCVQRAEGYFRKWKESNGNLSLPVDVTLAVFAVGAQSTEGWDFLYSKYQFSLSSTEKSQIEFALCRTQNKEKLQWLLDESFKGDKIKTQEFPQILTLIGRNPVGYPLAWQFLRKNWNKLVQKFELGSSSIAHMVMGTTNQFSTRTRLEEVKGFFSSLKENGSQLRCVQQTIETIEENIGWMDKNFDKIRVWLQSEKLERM
# PglD DTNB: C. jejuni PglD acetyltransferase inhibitors, primary screen, biochemical, DTNB colorimetric, single point | UDP-N-acetylbacillosamine N-acetyltransferase PglD (Campylobacter jejuni) | purified PglD enzyme, DTNB colorimetric CoA detection | inhibition, % at 12.5 µM | 0.098% of 360,000 active | AID 602405, 2012; in the data active = inhibition above about 16%, passing the limit was not always enough; note: strong numbers were not always called active
# S100A4 MyoIIA: inhibitors of S100A4-myosin IIA peptide binding, primary screen, biochemical, fluorescence polarization, TAMRA-MyoIIA peptide; Protein S100-A4 (Homo sapiens), P26447; inhibition, % at 10.7 µM; 0.14% of 360,000 active; AID 652163, 2013;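 active = mean inhibition of at least 70% across replicates, with every replicate also reaching that level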
# Target sequence (P26447 whole entry, looked up): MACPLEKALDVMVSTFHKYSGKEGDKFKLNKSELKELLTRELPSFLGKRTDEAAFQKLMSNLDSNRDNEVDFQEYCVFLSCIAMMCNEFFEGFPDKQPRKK
#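 incubation = readout 5 min after mixing, signal stable up to 60 min | system = S100A4 monomer protein | buffer or medium = HEPES pH 7.2 with CaCl2, KCl, NaCl, DTT, Triton | benchmarks = neutral control DMSO, positive control TFP | also added = fluorescent myosin IIA peptide, 5 nM | compound dosing = one concentration per compound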
# FN deposition inh: inhibitors of fibronectin matrix deposition, primary screen, AH1F cells, Alexa488-fibronectin fluorescence, plate reader; AH1F fibroblasts, overnight; inhibition, % at 12.6 µM; 0.086% of 350,000 active; AID 743247, 2014;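 active = mean inhibition across replicates of 30% or more, regardless of how many single replicates reach that level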;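 note: positive control wells lacked labelled fibronectin entirely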
#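 Material: AH1F fibroblasts assembling fluorescent fibronectin matrix; amount: 10000 AH1F cells/well; medium: DMEM, 2% serum; reagent: Alexa488-fibronectin, 24 nM final in well; dosing: single compound dose, delivered by pin transfer; incubation: 1 h adhesion, overnight exposure; detection: fluorescence after three HBSS washes, excitation 485 nm, emission 525 nm; measure: fibronectin deposition inhibition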
# EWS-Fli inh: EWS/Fli-driven NR0B1 reporter inhibitors, primary screen, A673 cells, NR0B1 luciferase, luminescence, MLPCN library; 0.67% of 350,000 active; viability-normalised; inhibition, % at 12.6 µM;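 active = mean inhibition of at least 50% after viability correction, with every replicate also passing that limit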;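 note: firefly luciferase signal divided by Alamar Blue viability fluorescence both relative to DMSO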
# PGC1a acetyl inh: inhibitors of PGC1a acetylation signal, primary screen, cell-based, U2OS, AlphaScreen, inhibitor mode | AlphaScreen anti-acetyl-lysine; with virally co-expressed GCN5 acetyltransferase | inhibition, % at 15.6 µM | 0.17% of 350,000 active | AID 651687, 2012;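 active = every replicate shows inhibition of at least 40%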;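 note: 0% = neutral control wells and 100% = positive control wells; some results beyond the cut were filed as inactive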
# LGR2 antag: inhibitors of bursicon-induced LGR2 CRE-luciferase signal, primary screen, cell-based, HEK293, CRE-luciferase reporter, bursicon stimulation; bursicon-stimulated, 4 h; Drosophila bursicon receptor LGR2 (rickets); AID 720647, 2013; 0.35% of 380,000 active; inhibition, % at 9.99 µM;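 active = drop in luminescence signal, shown as inhibition above about 50% in the replicate tests, limit read from the data, passing the limit was not always enough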;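 note: agonist challenge used bursicon conditioned medium at about half maximal strength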
# * marks the source's active call; other numbers are inactive results; . = no result given; & = joins results of further samples.
SMILES,PAX8 reporter,ERAP1 inh,PglD DTNB,S100A4 MyoIIA,FN deposition inh,EWS-Fli inh,PGC1a acetyl inh,LGR2 antag
CC(OC(=O)c1ccc(S(=O)(=O)N2CCCCC2)cc1)C(=O)NC1CCCCC1C (stereo unspecified),5,0,4,21,2,1,2,14
CNC(=O)C1(C)C=CCN1C(=O)c1ccccc1 (stereo unspecified),-16,1,-2,2,15,-8,3,-17
CN(C)C(CNC(=O)c1cc(S(=O)(=O)N(C)c2ccc(F)cc2)ccc1Cl)c1ccco1 (stereo unspecified),-6,-5,.,-6,-5,5,.,-11
C[C@H](CO)N1C[C@H](C)[C@H](CN(C)C(=O)C2CCOCC2)Oc2cc(-c3ccc(C(=O)N(C)C)cc3)ccc2S1(=O)=O,-1,1,1,12,.,0,6,-10
CC(C)c1c(C#N)c(N)nc(SCC(=O)c2cc3ccccc3oc2=O)c1C#N,8,.,-2,.,-3,.,1,.
O=C(c1ccc(OC(F)(F)F)cc1)c1ncc[nH]1,.,-7,-3,2,.,.,8,-40
Cc1ccc(S(=O)OCC(=O)Nc2cc(Cl)ccc2N2CCOCC2)cc1 (stereo unspecified),20,.,3,.,0,.,.,-8
CC(=O)c1cccc(NC(=O)c2cccc3c(-c4cnn(C)c4)coc23)c1,-43,2,-4,0,5,-15,-13,-4
Cc1ccc(S(=O)(=O)N2CCCC2C(=O)N(C)Cc2cccs2)cc1 (stereo unspecified),5,.,-4,.,8,.,-2,.
Cc1cc(C)cc(NC(=O)COc2coc(CN3CCc4ccccc4C3)cc2=O)c1,17,-1,-7,0,-7,9,.,5
COc1ccc(C)cc1S(=O)(=O)N1CCCC(C(=O)N2CCOCC2)C1 (stereo unspecified),1,4,1,-11,-1,5,.,-2
CCn1c(-c2cc(-c3cc(OC)ccc3OC)nc3ccccc23)n[nH]c1=S,.,2,-6,1,.,23,2,-4
COc1c(O)ccc2c1CN1CCc3cc4c(cc3C1C2)OCO4 (stereo unspecified),.,.,1,1,5,.,4,.
NS(=O)(=O)c1ccc(CCNS(=O)(=O)c2ccc(Cl)cc2)cc1,0,1,0,2,3,-5,-5,-7
CC(OC(=O)c1nsc(Cl)c1Cl)C(=O)NC(C)(C)C (stereo unspecified),5,.,-7,.,-2,.,12,.
COc1ccccc1-c1oc2ccccc2c1-c1ccc2cc[nH]c2c1,-3,-2,2,-7,-3,-17,-11,-2
C/C(N)=C(/C#N)C(=O)COC(=O)c1ccc(OCC2CCCO2)cc1 (stereo unspecified),-62,-1,-3,5,2,-3,.,-2
Cc1cccc(OCC(=O)Nc2cc(S(=O)(=O)N3CCOCC3)ccc2N2CCCC2)c1C,7,1,-6,-3,-3,6,.,-6
NC(=O)c1cc([N+](=O)[O-])ccc1NCc1ccc(C(=O)O)cc1,0,.,2,2,1,-4,2,13
O=C(Sc1ccc(Cl)cc1)c1cccc(Cn2cc(C(F)(F)F)ccc2=O)c1,-6,.,.,-9,2,10,.,-11
CC(C)(C)NC(=O)CN(C(=O)c1csnn1)c1cccc2c1CCCC2,6,0,.,-1,-2,-4,.,9
CC1CCCCC1NC(=O)c1ccncc1 (stereo unspecified),4,-2,-1,-11,5,.,-4,3
Cc1c(N=c2scc(-c3ccccc3)n2C)c(=O)n(-c2ccccc2)n1C,-4,-1,.,-3,6,5,.,-28
CO[C@H]1CN(C)C(=O)c2cc(NS(C)(=O)=O)ccc2OC[C@@H](C)N(CC2CC2)C[C@H]1C,-2,-3,4,-8,6,-16,12,5
Cc1cc(NC(=O)Cn2nnc(-c3ccccc3NC(=O)c3ccccc3F)n2)no1,10,-4,4,-2,0,2,.,0
Cc1nn2c(N)c(-c3ccccc3)cnc2c1-c1ccccc1,-153,8,1,1,-8,-92,-11,-22
NC(=O)C1(c2ccccc2)OC1c1ccccc1 (stereo unspecified),-42,-4,-4,2,0,-38,.,-29
CS(=O)(=O)c1cc(C(=O)O)cc(NCc2ccccc2)c1Oc1ccccc1,-23,3,-2,4,-4,-2,5,7
CC1=C(C(=O)Nc2ccc(C(=O)NCCCN3CCCCC3)cc2)SCCO1,11,1,0,-5,-8,1,1,11
CC(=O)N(c1ccc(Cl)cc1)c1cn(C(C)=O)c2ccccc12,13,2,4,0,.,6,-11,9
O=C(C[C@@H]1CC[C@@H]2[C@H](COC[C@@H](O)CN2Cc2ccccc2)O1)N1CCOCC1,-14,1,2,6,-14,4,-1,20
Cc1ccc(NC(=O)COC(=O)c2ccc(S(=O)(=O)NCc3ccco3)cc2)cc1,-5,2,-5,-1,9,1,0,-12
O=C(CN1CCN(c2ccccn2)CC1)Nc1ccc(F)cc1F,-29,-2,7,0,0,-15,.,-9
COc1ccc(NS(=O)(=O)c2ccc(C)c(C(=O)NCC(c3ccco3)N(C)C)c2)cc1 (stereo unspecified),15,3,-9,-7,-5,2,1,11
Cc1ccc(S(=O)(=O)NCCNC(=O)c2cc(OCC(F)(F)F)ccc2OCC(F)(F)F)cc1,22,.,-2,.,8,.,-24,.
CC(C)C(=O)OCC(=O)NCc1ccccc1Cl,-5,2,.,-5,0,9,-9,-18
Cc1cccc(S(=O)(=O)N(C)C[C@@H]2OCc3ccccc3-c3c(n(C)c4ccccc34)C(=O)N([C@@H](C)CO)C[C@@H]2C)c1,.,-2,2,-1,0,-2,9,25
O=C1/C(=C/c2ccc(O)c(O)c2)Oc2cc(O)ccc21,.,13,-18,-2,.,40,4,-43
CCCCN1CC(COCc2ccccc2)Oc2cccc(Oc3ccccc3)c2S1(=O)=O (stereo unspecified),37,-9,-4,-1,4,11,0,6
COc1ccc(CC(N)c2csc(NC(=O)Nc3cccc(C(F)(F)F)c3)n2)cc1 (stereo unspecified),-3,-3,-1,-1,7,53*,1,-4

# Results in PGC1a acetyl inh, ERAP1 inh and FN deposition inh (2 entries from above):
canonical_smiles	PGC1a acetyl inh	ERAP1 inh	FN deposition inh
CCCCN1CC(COCc2ccccc2)Oc2cccc(Oc3ccccc3)c2S1(=O)=O (stereo unspecified)	0	-9	4
CC(C)C(=O)OCC(=O)NCc1ccccc1Cl	-9	2	0

# Next section
SMILES,PAX8 reporter,ERAP1 inh,PglD DTNB,S100A4 MyoIIA,FN deposition inh,EWS-Fli inh,PGC1a acetyl inh,LGR2 antag
Cc1ccc(C(=O)NNC(=O)C(C)Sc2nc(N)cc(N)n2)cc1 (stereo unspecified),-15,.,3,.,-10,.,3,.
O=C(C[C@@H]1CC[C@H](NC(=O)c2ccccn2)[C@@H](CO)O1)NCc1cc(F)cc(F)c1,-6,0,-3,1,6,-1,0,1
C[C@@H]1CN([C@@H](C)CO)C(=O)Cc2cc(NC(=O)Nc3ccc(C(F)(F)F)cc3)ccc2O[C@@H]1CN(C)S(=O)(=O)c1ccc(Cl)cc1,96*,-4,-2,-9,-9,18,3,-28&15
C=CCn1nnnc1SCC(=O)Nc1ccc(C(=O)OC)cc1,1,-2,-4,-3,-6,.,.,11
CCCNC(=O)Nc1ccc2c(c1)OC[C@H](C)N(Cc1ccncc1)C[C@@H](C)[C@H](OC)CN(C)C2=O,17,-1,-3,7,-20,3,5,-6
CC1=NN(C(N)=S)C(=O)C1N=Nc1ccccc1C(=O)O (stereo unspecified),11,11,1,53,1,14,10,13
O=C(Oc1ccc(-c2nnco2)cc1)C1CCN(C(=O)c2ccc(F)cc2)CC1,-46,2,-2,1,3,2,6,4
CC1(C(=O)NCC2CCCCC2)CCN1CCc1ccccc1 (stereo unspecified),20,3,4,-7,-5,17,.,11
C[C@@H](NC(=O)C[C@@H]1C[C@H]2c3cc(NC(=O)CN(C)C)ccc3O[C@H]2[C@@H](CO)O1)c1ccccc1,-7,0,2,1,-2,6,-5,3
COc1ccc(C2=NN(S(C)(=O)=O)C(c3cccs3)C2)cc1 (stereo unspecified),-177,10,.,-12,-7,-85,-6,-58

# Sorted by the number under LGR2 antag (high to low): some entries from above.
smiles,LGR2 antag
CC1=NN(C(N)=S)C(=O)C1N=Nc1ccccc1C(=O)O (stereo unspecified),13
CC1(C(=O)NCC2CCCCC2)CCN1CCc1ccccc1 (stereo unspecified),11
O=C(Oc1ccc(-c2nnco2)cc1)C1CCN(C(=O)c2ccc(F)cc2)CC1,4
COc1ccc(C2=NN(S(C)(=O)=O)C(c3cccs3)C2)cc1 (stereo unspecified),-58

# Next results
SMILES,PAX8 reporter,ERAP1 inh,PglD DTNB,S100A4 MyoIIA,FN deposition inh,EWS-Fli inh,PGC1a acetyl inh,LGR2 antag
C/C(=N\NC(=O)c1ccc(F)cc1)c1ccc(NC(=O)Cc2ccccc2)cc1,-114,1,8,-17,1,-27,-1,-15
CC(C)NC(=O)N(C)C[C@H]1OCCCC[C@H](C)Oc2ccc(NC(=O)C3CCCCC3)cc2C(=O)N([C@H](C)CO)C[C@H]1C,-9,-1,-2,2,4,.,-1,-3
Cc1occc1-c1nnc(SCC(=O)Nc2ccccn2)o1,-79,4,.,-1,.,-64,.,-15
CC(C)(O)C#Cc1ccc([C@@H]2[C@H]3CN(C(=O)c4cccc(F)c4)CCCCN3[C@H]2CO)cc1,12,3,2,4,.,.,1,-3
CNC(=S)NCCc1cc2c(OC)ccc(OC)c2[nH]c1=O,-9,1,-4,4,-8,-9,-21,14
CN(C)c1ccc2c(c1)[C@@H]1C[C@@H](CC(=O)NCc3ccc(Oc4ccccc4)cc3)O[C@@H](CO)[C@@H]1O2,86*,1,-2,-17,-53,51*,0,.
Cc1ccccc1NC(=O)Nc1ccc2c(c1)C(=O)N(C)[C@@H]1CC[C@@H](CC(=O)NCC3CC3)O[C@H]1CO2,7,5,-1,2,6,4,1,-3
CO[C@@H]1CN(C)C(=O)c2cc(NS(=O)(=O)c3ccccc3)ccc2OC[C@@H](C)N(Cc2ccccn2)C[C@H]1C,.,1,-1,-3,-5,4,5,20
CCCC(C(=O)Nc1cccc(S(=O)(=O)N2CCCC2)c1)c1ccccc1 (stereo unspecified),15,-2,.,-1,-1,12,.,-19
CCN(/N=C/C=C/c1ccccc1)c1cc(=O)n(C)c(=O)[nH]1,30,-4,.,-1,3,9,.,-32
O=C(CNCC1CCCO1)N1CCCc2ccccc21 (stereo unspecified),.,8,-3,-8,.,3,9,9
COc1ccc(S(=O)(=O)N2CCCCC2)cc1NC(=O)CNc1ccccc1N1CCCC1=O,8,2,1,1,-2,5,-7,-16
COc1ccc2cc(C(=O)C3CCCN(C(=O)c4cncs4)C3)ccc2c1 (stereo unspecified),-5,3,2,0,-6,-6,0,-2
Cc1occc1C(=O)NN=C1C2CC3CC(C2)CC1C3,-9,.,5,.,3,.,2,.
CC(NC(=O)COc1ccc(-c2ccccc2)cc1)C1CCCO1 (stereo unspecified),-2,1,5,-2,-1,-6,.,6
CCOC(=O)c1cc(NC(=O)COc2ccc([N+](=O)[O-])cc2)cc(C(=O)OCC)c1,21,.,-8,.,0,.,2,0
Cn1c(/C=N/n2cnnc2)nc2ccccc21,.,5,1,69,.,-1,3,2
CCOc1ccc(S(=O)(=O)N2CCCC(C(=O)NCC3CCCO3)C2)cc1 (stereo unspecified),4,-2,-4,-1,2,.,.,-6

# Source: PubChem (Broad Institute)
